Bioassay records as filed in PubChem.
Bim-Mcl-1 = inhibitors of Bim peptide binding to Mcl-1, primary screen, biochemical, bead-based flow cytometry, multiplex; Induced myeloid leukemia cell differentiation protein Mcl-1 (Homo sapiens), Q07820; Bim peptide-Mcl-1 binding; inhibition, % at 10 µM; hit rate 0.1% among 190,000; AID 1009, 2008;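 further: 0% = no compound tracer wells and 100% = peptide blocker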
RGS7-Gao = RGS7-Galphao binding modulators, primary screen, biochemical, multiplexed bead flow cytometry; Guanine nucleotide-binding protein G(o) subunit alpha (Homo sapiens), P09471; actives lie on both sides; binding response (% of control), % at 10 µM; hit rate 0.35% among 220,000; in the data active means binding response below about 49% or above about 150%; inconclusive means no clear call, values can overlap the other calls; inactive means in between;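 further: fluorescent Galphao held in activated GDP-AlF4 state binding bead-coupled RGS7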
Target sequence (P09471 whole entry, looked up): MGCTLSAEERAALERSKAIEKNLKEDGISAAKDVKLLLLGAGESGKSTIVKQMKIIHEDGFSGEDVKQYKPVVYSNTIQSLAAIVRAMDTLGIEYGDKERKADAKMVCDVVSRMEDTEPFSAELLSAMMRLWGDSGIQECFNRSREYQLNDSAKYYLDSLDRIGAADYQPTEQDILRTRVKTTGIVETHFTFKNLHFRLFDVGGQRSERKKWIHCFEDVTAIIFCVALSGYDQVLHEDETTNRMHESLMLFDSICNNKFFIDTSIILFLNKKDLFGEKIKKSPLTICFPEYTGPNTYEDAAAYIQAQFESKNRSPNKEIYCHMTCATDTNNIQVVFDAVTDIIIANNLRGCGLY
RGS4-Gao reg = modulators of RGS4 binding to Galphao, primary screen, biochemical, multiplexed bead flow cytometry. hit rate 0.33% among 220,000. binding response (% of control), % at 10 µM. actives lie on both sides. Guanine nucleotide-binding protein G(o) subunit alpha (Homo sapiens), P09471. AID 1415, 2008; in the data active means binding response below about 49% or above about 150%; inactive means in between;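 further: fluorescent Galphao activated with aluminum fluoride binding bead-coupled RGS4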
Bim-Bcl-XL = inhibitors of Bim-Bcl-XL binding, primary screen, biochemical, multiplexed, bead flow cytometry, human Bcl-XL; Bcl-2-like protein 1 (Homo sapiens), Q07817; Bim peptide-Bcl-XL binding, fluorescence; inhibition, % at 10 µM; hit rate 0.04% among 190,000; AID 1007, 2008
Target sequence (Q07817 whole entry, looked up): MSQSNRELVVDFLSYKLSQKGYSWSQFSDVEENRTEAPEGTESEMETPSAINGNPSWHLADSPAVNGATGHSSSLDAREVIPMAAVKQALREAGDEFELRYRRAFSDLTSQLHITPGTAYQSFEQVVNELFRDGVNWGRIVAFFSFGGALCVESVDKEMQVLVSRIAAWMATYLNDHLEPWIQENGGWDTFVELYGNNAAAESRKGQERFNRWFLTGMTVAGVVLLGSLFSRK
ABCG2 inh = ABCG2 efflux pump inhibitors, primary screen, multiplex with ABCB1, IgMXP3 cells, flow cytometry | Broad substrate specificity ATP-binding cassette transporter ABCG2 (Homo sapiens), Q9UNQ0 | JC-1 efflux | inhibition, % at 6.6 µM | hit rate 0.1% among 190,000 | AID 1325, 2008;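 active means inhibition above 80%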;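 further: 0% = DMSO and 100% = nicardipine control wells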
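Times: 10 min at 25 °C | Test system: Two drug-resistant human cell lines, ABCG2 and ABCB1 | Quantity: 3 million cells/mL final, two lines in 1:1 ratio | Signal: Flow cytometry, 530 nm JC-1 signal | Dosing: Compound at 6.6 µM | Controls: Nicardipine and DMSO wells | Reagent: JC-1 as fluorescent efflux pump substrate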
ABCB1 block = ABCB1 efflux pump inhibitors, primary screen, cell-based, multiplex, flow cytometry, ABCG2 counter-screen; ATP-dependent translocase ABCB1 (Homo sapiens), P08183; CCRF-Adr cells, JC-1 efflux; inhibition, % at 6.6 µM; hit rate 0.067% among 190,000; in the data active means inhibition above about 40%;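 further: 0% = vehicle and 100% = reference inhibitor; higher value means more JC-1 retained so stronger ABCB1 efflux block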
Bfl-1 Bim block = inhibitors of Bim binding to Bfl-1, primary screen, biochemical, multiplexed, bead-based flow cytometry; Bcl-2-related protein A1 (Homo sapiens), Q16548; Bim-Bfl-1 binding inhibition; inhibition, % at 10 µM; hit rate 0.12% among 190,000;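 further: 0% = wells without compound plus tracer and 100% = blocker peptide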
Bim-Bcl-W = inhibitors of Bim binding to Bcl-W, primary screen, biochemical, multiplexed, bead-based flow cytometry. Bcl-2-like protein 2 (Homo sapiens), Q92843. Bim peptide-Bcl-W binding. inhibition, % at 10 µM. hit rate 0.02% among 190,000. AID 952, 2007;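 further: 0% = bound tracer without compound and 100% = peptide blocker; higher means less fluorescent Bim peptide bound to Bcl-W beads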
Bim-Bcl-2 = inhibitors of Bim-Bcl-2 binding, primary screen, biochemical, multiplexed, human Bcl-2 family; Bead-based flow cytometry, Bim peptide-Bcl-2 binding; inhibition, % at 10 µM; hit rate 0.06% among 190,000; in the data active means inhibition above about 40%; inconclusive means no clear call, values can overlap the other calls;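 further: 0% = no compound wells with probe peptide and 100% = reference peptide inhibitor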
Target sequence (P10415 whole entry, looked up): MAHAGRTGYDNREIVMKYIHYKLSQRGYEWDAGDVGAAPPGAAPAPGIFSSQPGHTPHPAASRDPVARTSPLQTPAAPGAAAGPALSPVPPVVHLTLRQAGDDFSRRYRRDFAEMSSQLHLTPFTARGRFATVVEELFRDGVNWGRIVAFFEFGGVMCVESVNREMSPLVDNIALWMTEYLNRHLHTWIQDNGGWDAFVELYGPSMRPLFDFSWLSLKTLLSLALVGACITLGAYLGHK
RGS8-Gao = RGS8-Galphao binding modulators, primary screen, biochemical, multiplexed bead flow cytometry | actives lie on both sides | response (percent of control binding), % at 10 µM | hit rate 0.34% among 220,000 | AID 1423, 2008; in the data active means response below about 60% or above about 140%; inactive means in between;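 further: Galphao activated as the GDP aluminium fluoride complex binding bead-coupled RGS8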
Bim-Bcl-B = inhibitors of Bim-Bcl-B binding, primary screen, biochemical, multiplexed, human Bcl-2 family; hit rate 0.073% among 190,000; AID 951, 2007; bead-based flow cytometry, Bim peptide-Bcl-B binding; inhibition, % at 10 µM;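 further: 0% = tracer peptide without compound and 100% = reference inhibitor peptide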
Target sequence (Q9HD36 whole entry, looked up): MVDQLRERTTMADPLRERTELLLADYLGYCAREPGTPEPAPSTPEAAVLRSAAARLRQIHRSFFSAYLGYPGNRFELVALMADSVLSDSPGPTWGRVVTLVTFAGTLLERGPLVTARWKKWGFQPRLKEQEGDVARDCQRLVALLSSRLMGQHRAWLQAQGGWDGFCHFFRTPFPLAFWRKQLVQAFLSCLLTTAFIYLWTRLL
An asterisk follows results filed as active; ? = inconclusive. Unless noted, no stated cut-off is given here; in the data, active means inhibition above about 40%.

SMILES	Bim-Mcl-1	RGS7-Gao	RGS4-Gao reg	Bim-Bcl-XL	ABCG2 inh	ABCB1 block	Bfl-1 Bim block	Bim-Bcl-W	Bim-Bcl-2	RGS8-Gao	Bim-Bcl-B
CC1=CC(C)C2C(=O)N(CCC[N+](C)(C)C)C(=O)C2C1 (stereo not drawn)	-6.0	104.9	101.6	-10.0	9.1	1.3	-14.0	0.0	-9.0	101.8	-9.0
Cc1cccc2cc3c(N)c(C(=O)N4CCOCC4)sc3nc12	-4.0	103.4	99.3	-3.0	0.9	0.3	1.0	-1.0	-3.0	97.6	-9.0
CC(C)NC(=O)N1CCN(c2ccncc2S(=O)(=O)N2CCOCC2)CC1	0.0	106.0	102.7	-6.0	0.8	0.0	-11.0	-1.0	-7.0	101.6	-4.0
CC(C)(C)c1ccc(S(=O)(=O)CCc2ccccn2)cc1	-4.0	100.6	102.6	-11.0	16.9	1.4	-18.0	-1.0	-5.0	102.7	-5.0
COc1ccc(C(=O)N2CCC(C(=O)Nc3ccc4c(c3)OCCO4)CC2)cc1	-3.0	105.5	100.7	-1.0	1.6	0.6	-3.0	-2.0	-2.0	103.4	-2.0
O=C(c1ccc2c(c1)[nH]c(=S)n1c3ccccc3nc21)N1CCN(c2ncccn2)CC1	6.0	95.2	89.6	-15.0	1.9	0.3	-7.0	9.0	5.0	93.0	2.0
CN1CSC2=C(C#N)C(c3cccc(OCc4ccccc4)c3)CC(=O)N2C1 (stereo not drawn)	-3.0	104.8	96.3	-3.0	-1.9	-0.8	11.0	0.0	-1.0	83.0	-15.0
CC(C)(C)c1ccc(S(=O)(=O)n2c(CN3CCOCC3)nc3ccccc32)cc1	2.0	101.9	98.3	0.0	4.2	2.1	0.0	1.0	0.0	103.2	0.0
COCc1cc(Sc2cccc(Cl)c2Cl)nc(-c2ccccc2)n1	-2.0	103.6	103.8	0.0	3.2	0.6	1.0	-2.0	-2.0	104.6	0.0
Cc1cc(-c2cc(N)n(-c3ccccc3)n2)c(C)n1C1CCCC1	1.0	79.1	94.2	-3.0	5.2	0.6	-4.0	3.0	1.0	97.2	0.0
O=C(CCC1CCCN(Cc2ccncc2)C1)NCc1ccc(F)c(F)c1 (stereo not drawn)	1.0	98.3	103.2	0.0	0.4	0.4	-1.0	1.0	1.0	104.6	-5.0
COc1ccc(N2CCN(CCNC(=O)c3ccc(NC(=O)C4CCCO4)cc3)CC2)cc1 (stereo not drawn)	0.0	106.7	106.1	0.0	0.2	0.2	-7.0	-1.0	-4.0	106.8	-5.0
CC1Cc2ccccc2N1C(=O)COC(=O)c1ccc(S(=O)(=O)N(C)C)cc1 (stereo not drawn)	0.0	95.9	96.3	-8.0	4.2	0.8	0.0	-3.0	0.0	99.1	-5.0
CCN1CCN(C(=O)CCCn2c(C)c3cnn(-c4ccccc4)c(=O)c3c2C)CC1	-2.0	104.6	102.9	-4.0	1.0	0.1	-1.0	-5.0	0.0	114.6	-2.0
CCOC(=O)N/N=C\c1ccc([N+](=O)[O-])o1	0.0	98.5	99.1	-1.0	3.3	0.3	2.0	0.0	-3.0	99.1	-3.0
O=C(CSCc1ccc(F)cc1)Nc1ccccc1C(=O)N1CCOCC1	-3.0	102.3	100.3	-7.0	3.4	0.6	-10.0	-4.0	-6.0	102.5	-6.0
Cc1nnc(SCC(=O)Nc2sc3c(c2C(N)=O)CCCC3)[nH]c1=O	4.0	103.2	101.2	-4.0	0.1	0.0	-8.0	3.0	-3.0	99.6	-2.0
COc1ccccc1OCC(=O)NNC(=O)C(=O)N1CCCC1	-1.0	101.0	103.0	-3.0	8.3	0.1	-3.0	-5.0	-2.0	99.9	-8.0
Cc1cc(NC(=O)CSc2ccc3c(c2)OCCO3)no1	3.0	100.2	99.7	-11.0	0.6	0.4	-1.0	-6.0	1.0	102.3	0.0
Cc1cccc(NC(=O)/C(=C\c2cccs2)NC(=O)c2ccccc2)c1	1.0	100.8	103.6	-10.0	1.4	0.3	-12.0	0.0	-7.0	105.3	-10.0
CC12CC3(C)CC(C)(C1)CC(C(N)=O)(C2)C3	1.0	?	102.2	-2.0	-0.5	0.1	-4.0	4.0	-2.0	101.4	0.0
COc1cc2c(cc1OC)C(Cc1ccc(O)cc1)NCC2 (stereo not drawn)	-4.0	100.5	97.8	-4.0	0.3	0.4	0.0	-2.0	-1.0	100.4	-4.0
O=C1c2ccccc2C(=O)N1CSc1nnc(Nc2ccccc2F)s1	-1.0	105.2	100.1	-7.0	7.8	1.0	-5.0	-7.0	-7.0	100.5	-8.0
Cc1ccccc1-n1c(-c2csc(C)c2C)n[nH]c1=S	-2.0	101.4	100.3	0.0	-5.0	0.1	5.0	3.0	2.0	83.9	-16.0
CCCOC(=O)c1cccc(NC(=O)c2cccnc2)c1	-1.0	100.2	102.4	-2.0	2.6	0.1	-7.0	2.0	-7.0	102.2	-10.0
SMILES	Bim-Mcl-1	RGS7-Gao	RGS4-Gao reg	Bim-Bcl-XL	ABCG2 inh	ABCB1 block	Bfl-1 Bim block	Bim-Bcl-W	Bim-Bcl-2	RGS8-Gao	Bim-Bcl-B
O=S(=O)(NC1=NCCCCC1)c1ccc(Cl)cc1	1.0	?	91.2	0.0	2.9	1.4	5.0	2.0	9.0	96.5	-5.0
O=C(CN1CCC(C(=O)c2ccc(F)cc2)CC1)Nc1ccccc1	0.0	100.4	99.6	-2.0	0.5	0.1	-2.0	0.0	-6.0	100.4	0.0
CC(C)N(Cc1nc(-c2ccccc2)no1)C(=O)C(C)(C)C	-3.0	86.8	86.4	5.0	3.8	0.5	-3.0	-3.0	-2.0	89.9	-3.0
CCC(C)(C)NC(=S)Nc1ccc(-c2nc3ccc(C)cc3s2)cc1	-7.0	102.3	100.4	-6.0	3.6	0.8	-1.0	-3.0	-2.0	99.9	-9.0
CCN(CC(=O)NCc1ccc(F)cc1)C(=O)C1CCN(C(=O)Nc2ccccc2)CC1	-1.0	102.5	101.1	-7.0	-0.7	-0.3	-9.0	-3.0	-7.0	101.7	-7.0
COc1ccccc1CCn1c(N)c(C#N)c2nc3ccccc3nc21	1.0	96.7	97.9	6.0	2.8	0.2	-13.0	2.0	-7.0	99.3	-9.0
O=C(Oc1cccc(NC(=O)c2ccco2)c1)c1ccc(Br)c(S(=O)(=O)N2CCCCC2)c1	-1.0	100.7	100.9	-5.0	-0.3	0.4	-10.0	2.0	-14.0	104.3	-10.0
COc1cccc(NC(=O)c2cc3c(=O)n4ccccc4nc3n(CC(C)C)c2=N)c1	-1.0	89.3	90.6	-2.0	-1.1	0.0	-4.0	-1.0	-3.0	94.8	-5.0
CC1=CC(=O)C=CC1(C)C(Cl)(Cl)Cl (stereo not drawn)	-1.0	101.0	102.0	-4.0	1.3	0.3	-2.0	-3.0	-1.0	98.4	0.0
C(=N\C(/N=C/c1ccco1)c1ccco1)/c1ccco1	0.0	99.8	98.8	0.0	-8.3	-4.5	-9.0	2.0	-4.0	97.5	-6.0
CCNC(=O)COC(=O)C1C(C(=O)OCC)=C(C)NC(C)=C1C(=O)OCC	3.0	97.5	98.0	1.0	2.1	0.3	-8.0	0.0	-3.0	102.5	-4.0
CCS(=O)(=O)N1CCC(C(=O)NCc2cccc(OC)c2)CC1	2.0	100.7	98.6	0.0	9.3	0.6	-6.0	-1.0	7.0	74.4	1.0
CC(=O)N1CC23C=CC(CC2CC12CCCCCC2)O3 (stereo not drawn)	-1.0	94.4	99.2	-5.0	2.6	0.9	-3.0	-2.0	-4.0	108.8	-4.0
CC[C@H](C)[C@H](NC(N)=O)C(=O)NCCc1ccc(OC)c(OC)c1	-2.0	?	91.5	-3.0	14.3	1.6	-6.0	-1.0	-2.0	93.5	-5.0
O=C(CCCC(=O)OCC(F)(F)C(F)F)Nc1ccc(NC(=O)CCCC(=O)OCC(F)(F)C(F)F)cc1	12.0	93.6	94.0	5.0	4.8	1.2	-18.0	-1.0	-9.0	95.4	-8.0
O=C(O/N=C/c1cccc([N+](=O)[O-])c1)C1CC1	-4.0	97.6	97.8	0.0	3.5	0.4	1.0	-2.0	0.0	101.1	-2.0
O=C(O)CN(Cc1ccco1)S(=O)(=O)c1ccc(F)cc1	-2.0	104.5	105.4	-3.0	0.2	0.0	-1.0	-3.0	-6.0	116.3	-4.0
COc1ccc(CNC2CCCC2)c(OC)c1OC	-2.0	100.6	100.2	0.0	0.8	0.1	-1.0	0.0	-3.0	101.1	-1.0
CCc1cccc(CC)c1NC(=O)CSc1nnc(CCC(=O)O)c(=O)[nH]1	1.0	96.1	95.2	0.0	3.5	0.2	-8.0	1.0	-3.0	104.0	0.0
Cc1ccc(-c2cc(C(=O)NCCN3CCOCC3)no2)cc1	-2.0	100.8	101.0	-3.0	3.9	0.6	-8.0	0.0	-7.0	103.7	-9.0
Cc1cc(N/N=C(/CCC(=O)O)C(=O)O)nc2ccccc12	0.0	100.6	100.2	-3.0	1.3	0.2	-1.0	0.0	2.0	104.1	-2.0
O=C(Cn1cc2c(n1)CCCC2)Nc1ccccc1Br	-1.0	99.9	100.7	-3.0	-1.0	-0.8	-10.0	0.0	-6.0	102.0	-7.0
CN1CCN(C(=O)C2CCC(C)(C(=O)O)C2(C)C)CC1 (stereo not drawn)	0.0	105.2	105.1	2.0	0.3	0.0	-2.0	3.0	3.0	105.3	-3.0
COc1ccc(CCNC(=O)CCn2c(=O)[nH]c3cc(OC)c(OC)cc3c2=O)cc1OC	0.0	102.1	102.0	-2.0	1.8	0.5	1.0	0.0	-4.0	101.4	-1.0
O=C(CCc1ccc(S(=O)(=O)NCCc2ccccc2)cc1)N1CCN(Cc2ccc3c(c2)OCO3)CC1	-6.0	100.2	100.7	-12.0	8.6	2.6	-19.0	2.0	-11.0	102.5	-13.0

Molecules above that have a tert-butyl group:
SMILES	Bim-Mcl-1	RGS7-Gao	RGS4-Gao reg	Bim-Bcl-XL	ABCG2 inh	ABCB1 block	Bfl-1 Bim block	Bim-Bcl-W	Bim-Bcl-2	RGS8-Gao	Bim-Bcl-B
CC(C)(C)c1ccc(S(=O)(=O)CCc2ccccn2)cc1	-4.0	100.6	102.6	-11.0	16.9	1.4	-18.0	-1.0	-5.0	102.7	-5.0
CC(C)(C)c1ccc(S(=O)(=O)n2c(CN3CCOCC3)nc3ccccc32)cc1	2.0	101.9	98.3	0.0	4.2	2.1	0.0	1.0	0.0	103.2	0.0
CC(C)N(Cc1nc(-c2ccccc2)no1)C(=O)C(C)(C)C	-3.0	86.8	86.4	5.0	3.8	0.5	-3.0	-3.0	-2.0	89.9	-3.0
